# Assay outcomes as filed in PubChem BioAssay.
# XiGFP reactiv: X-chromosome reactivation activator; XiGFP mouse fibroblasts, % GFP-positive cells imaging, 3 d; cells co-treated with 5-aza-dC sensitizer; scaled so ellipticine positive control = 100%; activation, % at 7.58 µM; hit rate 0.055% among 360,000; AID 743238;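 active = mean normalized replicate activation at least 10% and every replicate at or above 10%; inconclusive = only one of the two criteria met; inactive = mean below 10% and not all replicates reach 10%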;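 also: 0% = median of on-plate neutral control wells and 100% = ellipticine 6 µM median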
#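 System: 68-5-11 XiGFP fibroblast line | Buffer or medium: DMEM containing 5-aza-dC | Compound: Single point | Times: Compounds 3 days, fix/stain 15 min at room temperature | Benchmarks: Positive control ellipticine, 6 µM final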
# Cneo AK release: Cryptococcus neoformans lysis via adenylate kinase release. lysis activity, % at 15 µM. hit rate 0.2% among 360,000. C. neoformans lysis, adenylate kinase release luminescence, 4 h; normalised: neutral wells 0, clomiphene wells 100;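 active = mean lysis activity across replicates of at least 80%, whatever share of replicates individually reach that level; inactive = mean lysis activity below 80%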
#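 Assay system: log-phase C. neoformans yeast / Quantity: yeast cell density of 5 × 10^6 cells/mL / Medium: fresh YPD growth medium / Compound: single dose / Timing: static 4 h at 37 °C with compound, 1 h detection / Measured by: adenylate kinase release luminescence / Read-out: lysis from increased AK signal / Benchmarks: Clomiphene as positive lysis control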
# SIRT5 inh: blocks human SIRT5 desuccinylation of peptide; Q9NXA8; Purified SirT5, succinyl-peptide AMC, trypsin-coupled fluorescence; inhibition, % at 15 µM; hit rate 1.1% among 330,000; in the data active = inhibition above about 15%; inconclusive = no clear call, values can overlap the other calls
# LGR2 antag: inhibitors of bursicon-induced Drosophila LGR2 receptor cAMP signaling. inhibition, % at 9.99 µM. HEK293 LGR2, CRE-luciferase, bursicon-stimulated, 4 h. hit rate 0.35% among 380,000. AID 720647;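 active = drop in luminescence signal, shown as inhibition above about 50% in the replicate tests, limit read from the data, passing the limit was not always enough; inconclusive = probably only some replicates passing the limit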;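 also: agonist challenge used bursicon conditioned medium at about half maximal strength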
# PGC1a acetyl inh: modulators of PGC1a acetylation. hit rate 0.17% among 350,000. inhibition, % at 15.6 µM. AID 651687. U2OS PGC1a acetylation, AlphaScreen anti-acetyl-lysine; with virally co-expressed GCN5 acetyltransferase;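 active = every replicate shows inhibition of at least 40%; inconclusive = mean inhibition at least 40% but some replicate below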;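 also: 0% = neutral control wells and 100% = positive control wells; some results beyond the cut were filed as inactive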
# ERAP1 HTS inh: inhibitors of human ERAP1 aminopeptidase; recombinant ERAP1, Leu-AMC fluorescence, 60 min; inhibition, % at 10.7 µM; hit rate 0.15% among 340,000;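 active = mean replicate inhibition of at least 30%, or all replicates individually reaching that 30% level; inactive = mean below 30% and not every replicate reaching it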;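 also: 0% = neutral control wells and 100% = L-leucinethiol positive control wells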
# Target sequence (Q9NZ08 whole entry, looked up): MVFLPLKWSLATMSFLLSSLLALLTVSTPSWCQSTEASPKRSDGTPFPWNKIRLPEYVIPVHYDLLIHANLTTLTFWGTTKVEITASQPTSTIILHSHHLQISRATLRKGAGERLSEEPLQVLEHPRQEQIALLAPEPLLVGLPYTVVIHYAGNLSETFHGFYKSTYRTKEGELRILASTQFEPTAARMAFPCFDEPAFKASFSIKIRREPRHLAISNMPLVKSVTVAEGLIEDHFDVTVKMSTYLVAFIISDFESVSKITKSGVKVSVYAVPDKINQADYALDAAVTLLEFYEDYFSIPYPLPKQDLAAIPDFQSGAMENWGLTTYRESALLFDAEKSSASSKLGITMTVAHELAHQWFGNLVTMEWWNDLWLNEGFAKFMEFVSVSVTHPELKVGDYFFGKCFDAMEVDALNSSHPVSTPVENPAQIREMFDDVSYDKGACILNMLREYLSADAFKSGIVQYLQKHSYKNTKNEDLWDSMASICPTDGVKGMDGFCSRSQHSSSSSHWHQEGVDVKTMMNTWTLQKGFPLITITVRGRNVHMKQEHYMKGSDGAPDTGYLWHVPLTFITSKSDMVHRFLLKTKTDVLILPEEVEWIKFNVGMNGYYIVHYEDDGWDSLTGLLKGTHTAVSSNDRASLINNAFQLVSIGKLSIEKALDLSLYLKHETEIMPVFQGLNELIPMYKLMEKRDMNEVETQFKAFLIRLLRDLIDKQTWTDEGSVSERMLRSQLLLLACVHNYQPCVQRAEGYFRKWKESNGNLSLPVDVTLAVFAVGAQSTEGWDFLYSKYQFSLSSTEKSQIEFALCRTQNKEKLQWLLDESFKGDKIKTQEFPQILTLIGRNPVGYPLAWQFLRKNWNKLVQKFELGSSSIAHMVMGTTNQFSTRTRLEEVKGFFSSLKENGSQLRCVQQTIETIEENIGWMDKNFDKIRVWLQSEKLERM
# C2C12 statin: suppression of simvastatin myotoxicity; C2C12 myotubes + simvastatin, ATP luminescence, 48 h; scaled: DMSO 0, geranylgeraniol control 100; rescue of ATP level, % at 7.49 µM; hit rate 0.78% among 330,000; AID 602340;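 active = mean ATP rescue above about 67%, or every replicate alone reaching that limit, limit read from the data, passing the limit was not always enough; inconclusive = no clear call, values can overlap the other calls; inactive = mean under the limit and some replicate under it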;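 also: myotubes were challenged with 10 µM simvastatin during compound exposure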
# S100A4 MyoIIA: inhibitors of human S100A4 binding to myosin IIA peptide. P26447. S100A4/TAMRA-MyoIIA peptide fluorescence polarization. inhibition, % at 10.7 µM. hit rate 0.14% among 360,000. AID 652163;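 active = mean inhibition of at least 70% across replicates, with every replicate also reaching that level; inconclusive = mean inhibition reaches 70% but some replicates fall short; inactive = mean inhibition below 70%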
# Target sequence (P26447 whole entry, looked up): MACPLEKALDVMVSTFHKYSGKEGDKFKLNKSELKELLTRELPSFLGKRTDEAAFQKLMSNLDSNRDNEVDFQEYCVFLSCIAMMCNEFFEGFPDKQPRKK
#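 Material: human S100A4 monomer with TAMRA-labelled myosin IIA peptide; buffer or medium: HEPES pH 7.2 with CaCl2, KCl, NaCl, DTT, Triton; compound dosing: one concentration per compound; schedule: 5 min incubation before reading; benchmarks: neutral control DMSO, positive control TFP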
# Active calls of the source: *; ? = inconclusive; . = no result given; & = joins results of further samples.
no.	compound	XiGFP reactiv	Cneo AK release	SIRT5 inh	LGR2 antag
1	Cc1cccc(COC[C@H](Cc2ccccc2)N2CCN(C(=O)c3ccc(C(F)(F)F)cc3)CCC2=O)c1	0.1	.	-2	0
2	CCN(CC)S(=O)(=O)c1cccc(-c2n[nH]c(=S)n2/N=C/c2ccc(OC(F)F)cc2)c1	0.0	.	-2	.
3	C/C(=N/NC(=O)c1cnccn1)c1ccncc1	0.0	0	-1	-1
4	O=C(C[C@@H]1C[C@H]2c3cc(NC(=O)C4CCOCC4)ccc3O[C@H]2[C@H](CO)O1)NCc1cccc(F)c1	-0.1	-6	2	-15
5	O=C(Nc1cccc(C(F)(F)F)c1)c1cc(-c2ccco2)on1	0.1	1	-5	-39
6	C#CCNc1cccc2c1S(=O)(=O)N[C@H](C)CO2	0.0	.	-1	-1
7	Cc1ccc(OCCNC(=O)/C=C/c2ccccc2)cc1	-0.1	.	-2	-35
8	CCC(=O)N1C[C@H](C)[C@@H](OC)CN(C)C(=O)c2ccc(NC(=O)CC(F)(F)F)cc2OC[C@H]1C	0.3	.	6	12
9	COc1ccc(NC(=O)CSc2ccc(-c3ccco3)nn2)cc1	-0.2	4	2	-11
10	COc1ccc(-c2cnc3cccnn23)cn1	0.0	0	-11	-12

no.	PGC1a acetyl inh	ERAP1 HTS inh	C2C12 statin	S100A4 MyoIIA
1	.	.	.	-4
2	.	4	.	-1
3	-11	-3	-7	-11
4	-7	1	-4	0
5	.	2	2	-3
6	.	-5	.	2
7	-1	-2	8	-2
8	6	0	.	-26
9	-5	0	5	-3
10	9	1	-2	1

# Later entries
no.	compound	XiGFP reactiv	Cneo AK release	SIRT5 inh	LGR2 antag
11	CCNC(=S)N(CCCN(C)C)Cc1cc2cc3c(cc2[nH]c1=O)OCCO3	0.2	-2	-2	4
12	CCOC(=O)c1c(NC(=O)COc2ncnc3ccccc23)sc(C(C)=O)c1C	-0.1	-2	.	2
13	Cc1cc(C)cc(N2C(N)=NC(N)=NC2c2cccc(Cl)c2)c1 (stereo unspecified)	0.0	0	-7	-5
14	CC1(C)C(=Cc2ccccc2)C(=O)c2ccccc21	0.0	-3	-8	-67
15	COCc1ccc(CN2CCCC(CO)(Cc3ccccc3C)C2)o1 (stereo unspecified)	0.0	.	-3	34
16	Nc1c(O)cccc1C(=O)O	0.0	-8	-5	4
17	Clc1cccc(OCCN2CCN(CCOc3cccc(Cl)c3)CC2)c1	0.0	.	-4	7
18	C[C@@H]1CN([C@@H](C)CO)C(=O)c2cc(NC(=O)Nc3cccc4ccccc34)ccc2O[C@H]1CN(C)S(=O)(=O)c1cccs1	0.0	-1	-3	27
19	Cc1nnc(NC(=O)CCN2C(=O)/C(=C\c3ccccc3)SC2=S)s1	-0.1	1	-4	1
20	O=C(Nc1ccc(F)cc1)Nc1nnc([C@@H]2C[C@H](O)[C@@H](CO)O2)s1	0.1	0	-2	0

no.	PGC1a acetyl inh	ERAP1 HTS inh	C2C12 statin	S100A4 MyoIIA
11	-10	2	-4	-10
12	.	.	15	.
13	0	-3	-10	-2
14	.	-1	.	-5
15	.	4	.	-2
16	5	-1	1	-2
17	.	-1	.	3
18	-4	-3	-12	-6
19	3	.	.	-2
20	.	6	-2	0

# Next results follow:
no.	compound	XiGFP reactiv	Cneo AK release	SIRT5 inh	LGR2 antag
21	C[C@H]1CN([C@@H](C)CO)C(=O)c2cc(NC(=O)Cc3ccccc3)ccc2O[C@H]1CN(C)S(=O)(=O)c1ccc(F)cc1	0.0	60	2	-3
22	Cc1ccc(NC(=O)c2ccc3c(c2)C(=O)N(c2ccccc2C)C3=O)nc1	-0.1	-1	4	-11
23	COc1ccc([C@H]2C[C@H](O)[C@@H](n3cc(C4CC4)nn3)CN2C(=O)C2CCCCC2)cc1	0.0	-2	-7	-11
24	Cn1c(-c2sccc2OCc2cccc(C(F)(F)F)c2)n[nH]c1=S	0.0	.	11	18
25	Cc1nc(-c2cccc(NC(=O)Cc3ccccc3)c2)cs1	0.3	.	-4	-43
26	COc1ccccc1-c1ccc([C@@H]2[C@@H](CO)N(C(C)=O)C23CN(C(C)=O)C3)cc1	0.2	.	-1	12
27	COc1cc(C(=O)Nc2cccc3c2CCCC3)cc(OC)c1OC	0.0	-1	1	-2
28	CN(Cc1ccccc1)C(=O)c1ccc(Nc2nc(C(N)Cc3ccccc3)cs2)nc1 (stereo unspecified)	-0.1	1	.	13
29	CSc1ncccc1C(=O)OCC(=O)NC(C)(C)C	0.0	0	0	-1
30	CCCCn1c(CCn2nc(C)c(Br)c2C)n[nH]c1=S	.	.	0	13

no.	PGC1a acetyl inh	ERAP1 HTS inh	C2C12 statin	S100A4 MyoIIA
21	-4	-2	-23	0
22	1	2	5	-3
23	-4	.	2	-1
24	3	14	.	-3
25	.	2	.	-1
26	?	-2	.	-2
27	.	-1	-3	1
28	-16	-1	-19	-6
29	1	1	8	-3
30	.	2	.	-1

# Ordered by molar mass (lowest first): part of the list above
no.	compound	XiGFP reactiv	Cneo AK release	SIRT5 inh	LGR2 antag
10	COc1ccc(-c2cnc3cccnn23)cn1	0.0	0	-11	-12
29	CSc1ncccc1C(=O)OCC(=O)NC(C)(C)C	0.0	0	0	-1
30	CCCCn1c(CCn2nc(C)c(Br)c2C)n[nH]c1=S	.	.	0	13

no.	PGC1a acetyl inh	ERAP1 HTS inh	C2C12 statin	S100A4 MyoIIA
10	9	1	-2	1
29	1	1	8	-3
30	.	2	.	-1

# Additional structures
no.	compound	XiGFP reactiv	Cneo AK release	SIRT5 inh	LGR2 antag
31	O=C(c1ccccc1F)N1C[C@@H]2[C@H](c3ccccc31)[C@H](CO)N2C(=O)c1ccncc1	0.0	2	2	-18
32	COc1cccc(CNCCNC(=O)c2nonc2N)c1	.	-5	-5	-3
33	CCS(=O)(=O)Nc1ccc(C2=NN(C(=O)c3ccco3)C(c3ccco3)C2)cc1 (stereo unspecified)	0.2	1	-2	4
34	CC(=O)Nc1cccc(NC(=O)CSc2nnc3ccccn23)c1	-0.2	-6	.	-2
35	CN(C)CCN1CCN(C2CN(Cc3cn(Cc4cccc(C(F)(F)F)c4)nn3)S(=O)(=O)C2)CC1 (stereo unspecified)	0.0	.	1	-11
36	CCC(=O)Nc1ccc2c(c1)C(=O)N(C)C[C@H](OC)[C@@H](C)CN(CCC(F)(F)F)[C@@H](C)CO2	0.4	.	-2	-2
37	O=C(N/N=C/c1c[nH]c2ccccc12)c1cc(Cl)ccc1O	0.0	-2	1	-34
38	CCc1nnc(NC(=O)CCc2ccccc2OC)s1	.	0	3	4
39	CO[C@H]1CN(C)C(=O)c2cc(NC(=O)C3CC3)ccc2OC[C@H](C)N(Cc2cc(F)ccc2F)C[C@H]1C	-0.2	-2	6	-4
40	CN(C)c1ccc(-c2cccc(C3CC=CC4C3C(=O)N(Cc3ccccc3)C4c3ccc(C(F)(F)F)cc3)c2)cc1 (stereo unspecified)	0.0	-3	.	7

no.	PGC1a acetyl inh	ERAP1 HTS inh	C2C12 statin	S100A4 MyoIIA
31	6	-2	15	2
32	6	0	17	1
33	.	-1	-28	-3
34	7	3	8	-8
35	.	.	.	0
36	-1	-2	.	-1
37	.	-6	6	8
38	9	-2	1	-2
39	-3	-3	14	-6
40	.	.	17	.

# Reprinted at random: five records from the list
no.	compound	XiGFP reactiv	Cneo AK release	SIRT5 inh	LGR2 antag
40	CN(C)c1ccc(-c2cccc(C3CC=CC4C3C(=O)N(Cc3ccccc3)C4c3ccc(C(F)(F)F)cc3)c2)cc1 (stereo unspecified)	0.0	-3	.	7
35	CN(C)CCN1CCN(C2CN(Cc3cn(Cc4cccc(C(F)(F)F)c4)nn3)S(=O)(=O)C2)CC1 (stereo unspecified)	0.0	.	1	-11
34	CC(=O)Nc1cccc(NC(=O)CSc2nnc3ccccn23)c1	-0.2	-6	.	-2
31	O=C(c1ccccc1F)N1C[C@@H]2[C@H](c3ccccc31)[C@H](CO)N2C(=O)c1ccncc1	0.0	2	2	-18
32	COc1cccc(CNCCNC(=O)c2nonc2N)c1	.	-5	-5	-3

no.	PGC1a acetyl inh	ERAP1 HTS inh	C2C12 statin	S100A4 MyoIIA
40	.	.	17	.
35	.	.	.	0
34	7	3	8	-8
31	6	-2	15	2
32	6	0	17	1

# Other entries
no.	compound	XiGFP reactiv	Cneo AK release	SIRT5 inh	LGR2 antag
41	COc1cccc(CNC(=O)C[C@H]2C=C[C@H](NC(=O)C3CCC3)[C@@H](CO)O2)c1	-0.3	.	.	17
42	C[C@@H]1CN([C@@H](C)CO)C(=O)c2cc(Br)cnc2O[C@H]1CN(C)C(=O)NC1CCCC1	-0.1	1&67	3&7	-10
43	O=C(Nc1cccnc1)c1ccc(Cl)c([N+](=O)[O-])c1	-0.1	-11	-5	20
44	CC(NC(=S)Nc1ccc(S(=O)(=O)N2CCOCC2)cc1)C1CC2CCC1C2 (stereo unspecified)	0.0	.	3	-2
45	CC1CCC(NC(=O)Cn2c3c(c(-c4ccccc4Cl)cc2=O)CCC3)CC1 (stereo unspecified)	0.0	0	1	.
46	O=C1[C@H](O)[C@@H](O)C(=O)N1Cc1ccccc1	0.2	-2	4	5
47	COc1ccc(C(C(=O)NC(C)(C)C)N(C(=O)CCC(=O)Nc2cc(C)on2)c2cccc(C)c2C)cc1 (stereo unspecified)	0.0	2	-4	16
48	Cc1ccccc1NC(=S)N1CCN(c2ccccc2)CC1	0.0	1	1	2
49	Cc1ccc(S(=O)(=O)NC(=O)c2cc(C)n(CC(c3ccccc3)N(C)C)c2C)cc1 (stereo unspecified)	0.0	.	5	1
50	COC(=O)Cn1cnc2sc3c(c2c1=O)CCCC3	0.0	-1	-7	16
51	Cc1noc(C)c1NC(=O)Nc1cccc2c1O[C@@H](CN(C)Cc1ccc(Cl)c(Cl)c1)[C@@H](C)CN([C@H](C)CO)C2=O	-0.6	0	-8	-20
52	COC(=O)c1cccc(C23CC4(C2)[C@H](CN(Cc2ccc(C(F)(F)F)cc2)[C@@H]4c2ccccc2)C3c2ccc(Cl)nc2)c1 (stereo partly specified)	0.0	2	.	-6

no.	PGC1a acetyl inh	ERAP1 HTS inh	C2C12 statin	S100A4 MyoIIA
41	-7	.	8	.
42	3&9	1&-1	1	-4&7
43	8	-1	1	-12
44	1	0	.	-2
45	-14	8	-1	1
46	.	0	-11	-4
47	-10	-2	1	-1
48	.	2	-1	17
49	.	2	.	-1
50	2	0	-4	-2
51	-9	1	9	-17
52	6	-2	3	-6

# The list is partial. The share of hits here may be higher or lower than overall.
